# Screening data as filed in PubChem.
# KCNQ2 inh – KCNQ2 potassium channel inhibitors, primary screen, cell-based, CHO-K1, FluxOR thallium flux, B-score (AID 2156). actives 1.1% (n = 310,000). 20 min; active compounds read low. B-score at 10 µM;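 active = fluorescence ratio B-score at most minus 3 library SDs, with starting brightness B-score within 2 library SDs, cut at about -5.5 in these data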
# STK33 inh – inhibitors of purified STK33 kinase, primary screen, biochemical, ADP-Glo luminescence, homogeneous, cell-free. Serine/threonine-protein kinase 33 (Homo sapiens), Q9BYT3. MBP phosphorylation. inhibition, % at 10 µM. actives 0.073% (n = 320,000). AID 2661, 2010;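 active = inhibition at or above 25%, using the most active replicate where run in duplicate; inactive = inhibition below 25%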
# Target sequence (Q9BYT3 whole entry, looked up): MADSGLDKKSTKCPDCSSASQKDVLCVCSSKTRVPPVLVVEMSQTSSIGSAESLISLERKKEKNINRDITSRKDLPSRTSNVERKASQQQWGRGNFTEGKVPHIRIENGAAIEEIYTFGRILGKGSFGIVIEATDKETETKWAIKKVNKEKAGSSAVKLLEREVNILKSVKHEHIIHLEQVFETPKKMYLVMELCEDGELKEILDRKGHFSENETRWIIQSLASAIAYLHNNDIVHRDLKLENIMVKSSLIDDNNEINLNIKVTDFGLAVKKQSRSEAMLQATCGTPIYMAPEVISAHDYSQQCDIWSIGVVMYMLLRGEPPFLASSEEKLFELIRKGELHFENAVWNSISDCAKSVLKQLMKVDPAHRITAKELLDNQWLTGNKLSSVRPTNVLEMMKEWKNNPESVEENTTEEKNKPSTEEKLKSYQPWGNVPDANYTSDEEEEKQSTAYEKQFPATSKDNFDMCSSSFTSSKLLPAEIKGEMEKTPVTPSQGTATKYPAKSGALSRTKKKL
# OX1R antag – antagonists of human orexin 1 receptor (OX1R); OX1R-expressing cells, FRET antagonist read-out; AID 485270, 2010; inhibition, % at 6.6 µM; actives 1.8% (n = 330,000); Orexin/Hypocretin receptor type 1 (Homo sapiens), O43613; in the data active = inhibition mostly above about 38%, no sharp cut-off; inactive = mostly below about 40%;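 note: 0% = agonist challenge alone and 100% = reference antagonist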
# Target sequence (O43613 whole entry, looked up): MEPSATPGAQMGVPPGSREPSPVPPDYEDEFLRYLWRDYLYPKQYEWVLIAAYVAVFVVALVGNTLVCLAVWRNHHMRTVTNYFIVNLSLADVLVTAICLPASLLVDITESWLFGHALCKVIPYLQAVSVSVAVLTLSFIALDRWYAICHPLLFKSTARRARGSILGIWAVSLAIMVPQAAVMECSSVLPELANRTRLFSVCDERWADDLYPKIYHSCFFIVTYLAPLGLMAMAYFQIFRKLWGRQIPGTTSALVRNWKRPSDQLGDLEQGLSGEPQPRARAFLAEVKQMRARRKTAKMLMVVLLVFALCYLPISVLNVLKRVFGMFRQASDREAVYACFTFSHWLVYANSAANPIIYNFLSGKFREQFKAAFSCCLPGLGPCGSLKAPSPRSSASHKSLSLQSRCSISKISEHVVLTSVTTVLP
# Active calls of the source: *; i = inactive; . = no result given. Random draw from the library; any-hit rate near 2.7%.
SMILES,KCNQ2 inh,STK33 inh,OX1R antag
CC(=O)N(CCC(c1ccccc1)c1ccco1)Cc1cccs1 (stereo not given),-7.79*,-0.3,14.8
CC(C)(C)OC(=O)N[C@@H](CC(=O)OCc1ccccc1)C(=O)O,i,2.7,17.3
CCOC(=O)Cn1c(=NC(=O)c2sc3ccccc3c2Cl)sc2cc(S(N)(=O)=O)ccc21,i,-0.6,9.2
COc1ccc(CNc2cc(C)ccc2C)c(OC)c1OC,i,-0.3,8.2
CCNc1nc(SCCOc2ccccc2)nc(N(C)C)n1,i,-1.7,23.6
CNc1snc(C)c1C(=O)OC(C)C(=O)c1ccc(F)cc1 (stereo not given),.,-1.9,15.2
COc1ccc(CCN=C(N)NS(=O)(=O)c2ccc(C)c(C)c2)cc1OC,i,3.0,7.9
COc1ccc(OC)c(NC(=O)CSc2nncc(=O)n2N)c1,i,1.1,13.9
Cc1ccccc1-n1ncc2c1CC(C)(C)CC2NC(=O)CCC(F)(F)F (stereo not given),i,0.4,16.8
COc1cccc(N2CCN(C(=S)Nc3ccc(F)cc3)CC2)c1,i,.,3.2
O=C(N/N=C/c1ccco1)c1ccn[nH]1,i,-0.4,15.6
CC(C)(C)OC(=O)NCCNC(=O)c1cccs1,i,-1.5,12.0
O=c1[nH]c2cc3c(cc2cc1C(c1nnnn1C1CCCCC1)N1CCSCC1)OCCO3 (stereo not given),.,1.0,9.5
CCC(C)NC(=O)C1(C)CCC(=O)N1Cc1ccccc1OC (stereo not given),i,-1.1,7.3
O=C1Nc2ccc(Cl)cc2C12Nc1ccccc1-c1nnc(SCc3ccccc3F)nc1O2 (stereo not given),i,-0.7,24.9
COc1ccc(-n2cc(CNC3CCC(O)CC3)c(-c3cccc(F)c3)n2)cc1 (stereo not given),i,-0.1,15.9
CC1=C(C(=O)Nc2ccccc2C(F)(F)F)C(c2sccc2C)NC(=S)N1 (stereo not given),i,-1.6,10.4
O=C(CSc1nc(Nc2ccccc2)nc(N2CCOCC2)n1)NC1CCCCC1,i,-1.4,3.2
O=C(NCc1ccc2c(c1)OCO2)C(C(=O)c1ccccc1)n1cc(Cl)ccc1=O (stereo not given),i,-0.2,21.6
C=C(C)CN(CC)C(=O)CCc1nnc(CCCc2ccccc2)o1,i,-2.0,11.1
COc1ccc(CNS(=O)(=O)c2ccc(C)cc2)cc1,i,-1.0,13.3
CC(C)(CO)NS(=O)(=O)c1ccc2c(c1)Cc1cc(S(=O)(=O)NC(C)(C)CO)ccc1-2,i,-0.8,-5.4
Cc1ccc(NC(=O)c2ccc(OC(=O)c3cc4ccccc4o3)cc2)cc1,i,-0.4,8.8
Cc1cc(C)n(CC(=O)NC2CCCN(Cc3ccc(Cl)cc3)C2)n1 (stereo not given),i,-1.5,1.6
CC(C)CC(=O)NCCc1ccncc1,i,-1.6,2.8
Cc1ccc(Nc2nnc(SCC(=O)NC3CCCc4ccccc43)s2)cc1 (stereo not given),i,.,18.2
O=C(C1=C[C@@H](c2csc3ccccc23)C[C@@H](OCc2ccc(CO)cc2)O1)N1CCOCC1,i,-0.7,21.9
COc1ccc(/C=N/NC(=O)c2cccc(OC(F)(F)C(F)F)c2)c(OC)c1OC,i,1.5,16.2
COc1ccc(C(=O)NC2CC2)cc1OC1CCN(Cc2ccc(F)cc2F)CC1,i,0.4,6.5
CCOC(=O)C(C)n1cnc2sc3c(c2c1=O)CCC3 (stereo not given),i,-1.4,6.5
O=S(=O)(NCc1cccs1)c1ccccc1Cl,i,-0.5,10.5
O=C(Nc1ccc2c(c1)OCO2)c1noc2c1CCCCC2,i,0.0,20.2
Cc1cccc(N(CC(=O)NC(C)C)C(=O)CCC(=O)Nc2nccs2)c1,i,-1.8,13.9
O=C(Nc1ccccc1)N1CCCC(c2nc(-c3cccs3)no2)C1 (stereo not given),i,-1.6,13.0
Cc1ccc(O)c(N=Nc2nccs2)c1,.,-1.0,1.0
Cc1cc(=O)oc2c3c(cc(OCC(=O)NCCC(=O)N[C@@H](C)C(=O)O)c12)OC(C)(C)CC3,i,0.3,.
CC(C)OP(=O)(OC(C)C)C1(O)C(=O)Nc2ccccc21 (stereo not given),i,-0.4,19.8
CCCn1c(SC2C(=O)CC(C)(C)CC2=O)nc2c1c(=O)n(C)c(=O)n2C,i,-0.8,4.5
Cc1c(N/C=C/C(=O)c2ccc(Cl)cc2)c(=O)n(-c2ccccc2)n1C,i,0.0,13.1
NC(=O)CC(NC(=O)Cc1ccc(Cl)cc1)c1ccc(N2CCN(c3ccccn3)CC2)c([N+](=O)[O-])c1 (stereo not given),i,0.0,12.6
Cc1cc(C)n(-c2ccc3nnc(C)n3n2)n1,i,-1.5,6.3
CS(=O)(=O)N(Cc1ccccc1)c1ccc(C(=O)NCCSCc2ccco2)cc1,i,-1.1,13.7
Cc1ccccc1NC(=O)Cn1c(CCC(=O)O)ccc1-c1cccs1,i,0.9,17.8
CCOc1ccc(OCC)c(NC(=O)CCCN2C(=O)c3cccnc3C2=O)c1,i,-1.2,62.0
CN1CCN(c2ccc(NC(=O)c3ccc4c(c3)[nH]c(=O)n4Cc3ccc(F)cc3)cc2)CC1,i,-1.0,27.5

# Molecules listed so far that contain a COOH group, in the order listed:
SMILES,KCNQ2 inh,STK33 inh,OX1R antag
CC(C)(C)OC(=O)N[C@@H](CC(=O)OCc1ccccc1)C(=O)O,i,2.7,17.3
Cc1cc(=O)oc2c3c(cc(OCC(=O)NCCC(=O)N[C@@H](C)C(=O)O)c12)OC(C)(C)CC3,i,0.3,.
Cc1ccccc1NC(=O)Cn1c(CCC(=O)O)ccc1-c1cccs1,i,0.9,17.8

# (list continues)
SMILES,KCNQ2 inh,STK33 inh,OX1R antag
COc1ccc(NC(=O)c2sc3nc(N4CCOCC4)c4c(c3c2N)CC(C)(C)OC4)cc1,i,-0.2,8.7
CC(=O)OC[C@H]1O[C@H](C/C=N/O[C@@H](C)c2cn([C@H](CO)Cc3ccccc3)nn2)C=C[C@@H]1OC(C)=O,i,6.9,12.5
CN(C)CCCNC(=S)Nc1ccc(Oc2ccccc2)cc1,i,-0.9,24.4
N#Cc1ncc(C(F)(F)F)cc1Oc1cccnc1,i,-0.1,25.0
O=C(CN1c2cccc3cccc(c23)S1(=O)=O)Nc1ccccc1,i,-0.8,3.4
Cc1nc(N2CCN(C(=O)c3ccco3)CC2)[nH]c(=O)c1C,i,0.7,15.7
Clc1cc2nc[nH]c2cc1Cl,i,2.4,12.4
COc1ccc(/C=C/c2nc(C)c(-c3ccccc3)c(=O)[nH]2)cc1OC,i,-0.4,12.4
CN(C)C(C)(C)C#CC(O)(c1ccccc1)c1ccccc1,i,-1.2,8.4
CCOC(=O)N1CCN(C(c2cccc(OC)c2)c2sc3nc(C)nn3c2O)CC1 (stereo not given),i,-0.1,25.4
Cc1cc([N+](=O)[O-])nn1CCCC(=O)Nc1cc(Cl)ccc1Cl,i,-0.8,3.6
CCN1CCN(Cc2ccc(OCc3ccccc3)c(OC)c2)CC1,i,-0.2,10.0
Cc1nn(C)c(C(=O)Nc2cccc(CN3CCOCC3)c2)c1Br,i,-0.8,10.4
O=C(Cc1ccc(Cl)cc1)Nc1cccnc1,i,2.0,18.2
COc1ccc(NS(=O)(=O)c2cc(NC(=O)CCSc3ccccc3)ccc2OC)cc1,i,0.4,34.6
CCC(Oc1ccc(Br)cc1)C(=O)N1CCN(c2ncccn2)CC1 (stereo not given),i,-0.9,6.7
CCOc1ccc(C(=O)NC(=S)Nc2cc(C)ccn2)cc1[N+](=O)[O-],i,-0.3,4.7
O=C(/C=C/c1ccco1)NC(=S)Nc1ccccc1N1CCOCC1,-7.25*,-0.6,8.8
CCCc1cc(-c2n[nH]c(=S)n2-c2cccc(C)c2)cs1,i,-1.1,3.3
Cc1ccc(-c2nc3[nH]c(=O)cc(NC(=O)c4cccs4)n3n2)cc1,i,-2.8,10.0
Cc1noc(C)c1CN1C(=O)NC(Cc2ccccc2)(Cc2ccccc2)C1=O,i,-0.4,15.0
COC(=O)C(OC(=O)c1ccc(OC)cc1)C(=O)OC,i,0.4,10.9
COc1cccc(-c2nn(C)c3sc(C(=O)Nc4ccc5c(c4)OCCO5)cc23)c1,i,0.1,42.0
Nc1cccc(NC(=O)c2ccco2)c1,i,-1.0,25.0
C/C(=N\NC(=O)c1nc2ccccn2c1C)c1ccc2c(c1)OCO2,i,-0.6,5.8
O=C(CN1CCCCCC1)Nc1ccc([N+](=O)[O-])cc1Cl,i,-0.8,13.3
O=C(CCCn1c(SCC(=O)c2ccc(F)cc2)nc2ccccc2c1=O)NCc1ccccc1,i,-1.2,10.5
CN(C1CCCCC1)S(=O)(=O)c1ccc2[nH]c(=O)oc2c1,i,-0.6,17.7
COc1cccc(C(=O)CSc2nnnn2C)c1,i,-1.2,20.9
C=CCN(CC=C)S(=O)(=O)c1ccc(C(=O)Nc2nnc(CSC)o2)cc1,i,-0.2,9.8
CCN(CC)S(=O)(=O)c1ccc(C)c(NC(=S)Nc2cccc(S(=O)(=O)N3CCCCCC3)c2)c1,i,-0.7,7.5
C/C=C/c1ccc(OC(C)=O)c(OC)c1,i,0.0,7.4
Cc1ccc2c(c1)-c1c(cnn1CC(=O)Nc1ccccc1N1CCN(C)CC1)CO2,i,0.4,0.9
CCOc1cc(N2CCOCC2)c(OCC)cc1NC(=O)COC(=O)CCOc1cc(C)ccc1C,i,-1.2,14.2
COc1ccc(O)c(/C=N/NC(=O)c2ccc(OCc3cccc(Br)c3)cc2)c1,i,-1.3,12.0
COc1ccc(F)cc1CN1CCN(C(=O)CCC(=O)Nc2nnc(C3CCCCC3)s2)CC1,i,0.8,1.4
COc1ccc2[nH]c(C)c(CCN3C(=O)C4C5C=CC(C5)C4C3=O)c2c1 (stereo not given),i,-0.5,3.5
CCN(CC)C(=O)c1sc2nc(-c3ccccc3)ccc2c1N,i,0.5,13.1
O=Cc1cc(N=Nc2ccccc2Cl)ccc1O,i,-1.1,-2.1
COC(=O)c1cccc(COC(=O)CNC(=O)c2ccco2)c1,i,-0.6,3.4
CCOC(=O)c1c(NC(=O)C2CCCCC2)sc2c1CCN(CC)C2,i,-1.2,10.4
CC(C)(C)c1cc(CCC(=O)NCc2ccccn2)cc(C(C)(C)C)c1O,i,-1.3,-0.4
CNC(=O)Nc1cccc(-c2ccnc(C)n2)c1,i,0.1,0.3
CN(C)/C=N/c1c(C(=O)NCc2ccccc2)nnn1Cc1ccccc1,i,0.6,17.7
Cc1c(C(=O)N/N=C/c2cccs2)nc2ccccn12,i,-1.8,33.5
Nc1cccc2c1nnn2C1OC(CO)C(O)C(O)C1O (stereo not given),i,-0.3,12.9
Cc1cc(C(=O)Nc2sc(C)c(-c3ccc(F)cc3)c2C(N)=O)no1,i,-0.6,11.7
CC(=O)Nc1ccc(NC(=O)c2cc(-c3ccc(C)cc3O)n[nH]2)cc1,i,-1.1,3.7
CSc1nc(N)n2nc(-c3ccccc3)cc2n1,i,0.3,2.3
CCc1c(C(=O)NC2CCCCC2)[nH]c(C)c1C(C)=O,i,-0.3,3.8
Cc1ccc(NC(=O)Cn2cc(C(F)(F)F)cc(Cl)c2=O)cc1Cl,i,9.8,9.8
COc1cccc(C(=O)NCCN2CCN(c3ccc(Cl)cc3)CC2)c1,.,-2.5,18.4
Cc1ccc(SCC(=O)OCC(=O)NC2CCCCCCC2)cc1,i,-2.6,15.8
O=C(O)CC1(CC(=O)Nc2ccccc2N2CCOCC2)CCCC1,i,-0.8,13.2
CCCC/C(=N\NC(=O)c1ccc(Br)o1)c1ccccc1,i,-0.8,26.8
CCN(CC(=O)Nc1c(F)cccc1F)C(=O)c1ccc(S(=O)(=O)NCc2ccco2)cc1,i,-1.5,-0.6
O=C(Nc1ccccc1F)NC1CCCCCCC1,i,-0.7,14.8
CC(C)(C)C(=O)N1CCN(c2nc3ccccc3s2)CC1,i,-0.3,1.9
CO[C@@]12[C@H](COC(N)=O)C3=C(C(=O)C(C)=C(N)C3=O)N1C[C@@H]1N[C@@H]12,.,-1.1,26.2
CC(O)C(NS(=O)(=O)c1ccc(Cl)cc1)C(=O)OCC(=O)c1c[nH]c2ccccc12 (stereo not given),i,0.4,0.6

# (cont.)
SMILES,KCNQ2 inh,STK33 inh,OX1R antag
COC(=O)c1ccc(C(=O)Nc2ccc3c(c2)C(=O)NC3=O)cc1,i,0.0,6.6
Cc1cc(NCCCO)n2c(nc3ccccc32)c1C#N,i,.,23.9
O=C(O)CCN1c2ccccc2Sc2ccccc21,i,-0.6,.
Cc1ccc(C(=O)Nc2cccc(NC(=O)CN3CCCCC3)c2)cc1,i,2.0,-4.1
C/C=C/c1ccc(OCCOc2cccc3cccnc23)c(OC)c1,i,-1.1,59.7
CCSc1nnc(-c2ccc(S(=O)(=O)N3CCOCC3)cc2)n1C,i,0.1,20.2
CN(C)S(=O)(=O)c1ccc(Cl)c(NC(=O)COC(=O)C2CCCO2)c1 (stereo not given),i,1.1,2.0
CCCCN(C)S(=O)(=O)c1ccc(C(=O)Nc2nnc(CSC)o2)cc1,i,-1.4,15.7
Cc1cc(C)c(C)c(OC(=O)c2sc(Cl)nc2C)c1,i,-0.9,16.2

# Gathered by group: the entries above containing a CF3 group.
SMILES,KCNQ2 inh,STK33 inh,OX1R antag
Cc1ccccc1-n1ncc2c1CC(C)(C)CC2NC(=O)CCC(F)(F)F (stereo not given),i,0.4,16.8
CC1=C(C(=O)Nc2ccccc2C(F)(F)F)C(c2sccc2C)NC(=S)N1 (stereo not given),i,-1.6,10.4
N#Cc1ncc(C(F)(F)F)cc1Oc1cccnc1,i,-0.1,25.0
Cc1ccc(NC(=O)Cn2cc(C(F)(F)F)cc(Cl)c2=O)cc1Cl,i,9.8,9.8
